Screening data: PubChem, several laboratories
MrgX1 allo act: allosterically activates human MrgX1 receptor signaling; Q96LB2; MrgX1-HEK293, Fluo-4 calcium flux, FDSS; stronger effect = higher value; B-score at 10 µM; 0.63% of 310,000 active; AID 588675;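 active means plate-corrected calcium response at least 3 library SD above typical, normal starting fluorescence, not activating the receptor alone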;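 further: compound read alongside a low EC10 to EC30 dose of BAM8-22 agonist; peak minus trough fluorescence over baseline measured at the second addition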
HIF activator: HIF pathway transcriptional activation; U2OS HRE-luciferase reporter, luminescence; normalized: DMSO 0%, desferrioxamine 100%; activation, % at 7.5 µM (by protocol); AID 1910; 0.32% of 300,000 active;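 active means mean activation of at least 10% of the iron chelator positive control signal, with at least half of replicates also reaching 10%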
MrgX1 antag: blocks BAM8-22 activation of human MrgX1 receptor; AID 588676; 1.3% of 310,000 active; B-score at 10 µM; Q96LB2; MRGX1-HEK293 calcium flux, Fluo-4, BAM8-22 antagonism; stronger effect = lower value;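 active means calcium-response B-score plate-corrected more than 3 library SD below zero, starting fluorescence within 5 deviations, no agonist response on first addition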;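 further: peak minus trough fluorescence over baseline after final BAM8-22 challenge near maximal dose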
TRPC4 inh: TRPC4 (mouse) channel inhibition; HEK293 TRPC4beta/mu-opioid, DAMGO-evoked Fluo4 calcium flux; stronger effect = lower value; Q9QUQ5; 0.39% of 300,000 active; AID 2247; B-score at 10 µM;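 active means B-score over 3 SD under the library average, no early fluorescence shift, positive overall ratio signal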
Target sequence (Q9QUQ5 whole entry, looked up): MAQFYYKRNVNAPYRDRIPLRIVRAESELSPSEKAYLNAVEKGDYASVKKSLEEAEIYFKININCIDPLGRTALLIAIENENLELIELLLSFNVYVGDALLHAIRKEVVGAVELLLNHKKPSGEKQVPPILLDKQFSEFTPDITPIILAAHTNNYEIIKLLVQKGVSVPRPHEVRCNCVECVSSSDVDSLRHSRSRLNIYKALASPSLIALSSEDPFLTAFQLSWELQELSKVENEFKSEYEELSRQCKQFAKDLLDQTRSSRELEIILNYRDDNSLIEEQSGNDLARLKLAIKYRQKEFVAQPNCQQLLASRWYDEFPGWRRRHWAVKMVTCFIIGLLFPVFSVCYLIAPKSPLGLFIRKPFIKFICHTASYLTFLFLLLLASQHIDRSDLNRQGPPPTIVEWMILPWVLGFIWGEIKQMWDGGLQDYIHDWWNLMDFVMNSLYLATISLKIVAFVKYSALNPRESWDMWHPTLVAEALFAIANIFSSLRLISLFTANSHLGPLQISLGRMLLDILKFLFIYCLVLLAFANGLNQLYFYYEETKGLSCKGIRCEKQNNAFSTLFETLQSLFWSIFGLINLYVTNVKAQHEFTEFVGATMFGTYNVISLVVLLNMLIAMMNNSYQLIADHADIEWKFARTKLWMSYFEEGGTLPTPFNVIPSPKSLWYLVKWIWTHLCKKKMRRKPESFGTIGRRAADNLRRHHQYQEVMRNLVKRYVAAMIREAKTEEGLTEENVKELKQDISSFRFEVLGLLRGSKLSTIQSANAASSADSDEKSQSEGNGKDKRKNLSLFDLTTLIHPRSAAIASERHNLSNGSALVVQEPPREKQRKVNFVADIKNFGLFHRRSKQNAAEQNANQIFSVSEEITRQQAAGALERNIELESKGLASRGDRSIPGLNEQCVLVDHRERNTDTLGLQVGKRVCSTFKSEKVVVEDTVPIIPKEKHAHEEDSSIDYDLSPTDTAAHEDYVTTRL
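Assay system: Stable TRPC4beta/mu-opioid receptor HEK293 cells | Reagent: DAMGO in two steps, submaximal then maximal | Compound dosing: Single concentration per test compound | Signal: Fluo4 Ca2+ flux fluorescence | Evaluation: Per-well B score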
TRPC4 agonist: TRPC4 (mouse) channel activation; Q9QUQ5; HEK293 TRPC4beta/mu-opioid, Fluo4 calcium fluorescence; stronger effect = higher value; B-score at 10 µM; 0.49% of 310,000 active; AID 2237;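 active means B-score above 5 SD of library B-scores, and initial fluorescence ratio not above library mean plus 5 SD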;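 further: positive B-score marks a calcium rise read as TRPC4 activation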
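Incubation: 45 min room-temperature Fluo4 loading, 110 s read / System: HEK293 cells stably co-expressing mouse TRPC4beta and mu-opioid receptor / Signal: Fluo4 fluorescence, kinetic / Control set: buffer (low) and maximal DAMGO (high) / Measure: integrated baseline-normalised fluorescence ratio, converted to per-well B score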
TRPC6 inh: mouse TRPC6 channel inhibition | Q61143 | HEK293-TRPC6, membrane potential dye, ACh-evoked depolarization; stronger effect = lower value | B-score at 10 µM | 1.1% of 310,000 active;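 active means B-score under library mean minus 3 SD, initial fluorescence not abnormally high, positive integrated signal ratio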;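 further: B-score derived from integrated fluorescence ratio over the kinetic read; more negative B-score means stronger inhibition of depolarization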
MrgX1 agonist: human MrgX1 receptor agonism, primary screen | Q96LB2 | MrgX1-HEK293 cells, Fluo-4 calcium fluorescence, agonist mode; stronger effect = higher value | B-score at 10 µM | 0.44% of 310,000 active | AID 588627;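 active means calcium response B-score plate-corrected fluorescence ratio at least 3 library SD, with starting fluorescence B-score inside 5 SD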
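Test system: Stable human MrgX1 HEK293 cell line | Schedule: Overnight plating before 1 h dye loading | Read-out basis: Baseline-normalised fluorescence change ratio, B-scored | Detection: Kinetic calcium dye fluorescence, Fluo-4 NW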
TRPC4 PAM: allosterically enhances the mouse TRPC4 cation channel; HEK293 TRPC4beta/mu-opioid, DAMGO EC20, Fluo-4 Ca2+ flux; stronger effect = higher value; Q9QUQ5; 0.42% of 310,000 active; B-score at 10 µM; AID 2227;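 active means B-score of calcium response area above 5 SD of library B-scores, with initial fluorescence ratio within 5 SD of library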;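 further: B-score of integrated fluorescence ratio over time as area under calcium response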
PolyA inh: inhibitors of polyadenylation in S. cerevisiae; calls only at 12 µM; AID 1875; S. cerevisiae SKY197-pL101 polyadenylation reporter, beta-gal luminescence; efflux-impaired pdr1/pdr3 knockout yeast; score 100 = 6 SD above DMSO; 0.02% of 300,000 active;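 active means lowest replicate activity score at least 50, where 100 means six control SD above control mean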;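 further: yeast exposed to compound for 9 h at 30 °C; higher score means more reporter readthrough which indicates perturbed polyadenylation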
TRPC6 act: mouse TRPC6 channel activation; Q61143; HEK293-TRPC6 membrane potential dye fluorescence; stronger effect = higher value; B-score at 10 µM; 0.13% of 310,000 active;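 active means B-score of the integrated fluorescence ratio above library mean plus 3 SD, and starting fluorescence ratio within library mean plus 5 SD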;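 further: higher score means more depolarization so channel activation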
AI-2 QS mod: modulates the Vibrio harveyi AI-2 quorum sensing system; Vibrio harveyi JMH597 AI-2 luminescence/OD600 ratio, 9 h; stronger effect = lower value; strain lacks LuxN and CqsS sensors; 0 = neutral-control median; activity change, % at 7.5 µM; 0.4% of 300,000 active; in the data active means activity change below about -75%, passing the limit was not always enough;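 further: luminescence divided by OD600 gain over 9 h not by final OD600 alone; inactives centre near 13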
Starred values were filed as active, the others as inactive; i = inactive; nt = not tested or not shown.

cpd	SMILES	MrgX1 allo act	HIF activator	MrgX1 antag	TRPC4 inh	TRPC4 agonist	TRPC6 inh	MrgX1 agonist	TRPC4 PAM	PolyA inh	TRPC6 act	AI-2 QS mod
1	C=CCN1C(=O)NC(=O)/C(=C/c2ccc(OC)c(COc3ccc(NC(C)=O)cc3)c2)C1=O	i	2.5	i	i	i	i	i	i	i	i	20.8
2	Cc1cc(N2CCN(C)CC2)nc2ccccc12	i	1.0	i	i	i	i	i	i	i	i	-0.2
3	O=C1C2CCN(CC2)C1Cc1ccccc1O (centres undefined)	i	0.5	i	i	i	i	i	i	i	i	24.6
4	O=c1[nH]c(=O)n(-c2cccc(Cl)c2)c(O)c1/C=N/c1ccccn1	i	0.6	i	i	i	i	i	i	i	i	24.4
5	CC(NCc1ccc(Cl)cc1Cl)C(O)c1ccccc1 (centres undefined)	i	nt	i	i	i	i	i	i	i	i	10.6
6	Cn1c(O)c(C=NCc2ccco2)c(=O)n(C)c1=O	i	-0.4	i	i	i	i	i	i	i	i	28.7
7	O=P(Oc1ccccc1)(Oc1ccccc1)C(O)c1ccccc1 (centres undefined)	i	-0.9	i	i	i	i	i	i	i	i	14.1
8	Cc1cc(OCC(=O)OC(C)C)c2c3c(c(=O)oc2c1)CCCC3	i	-0.3	i	i	i	i	i	i	i	i	4.9
9	COc1ccc(-n2c(/C=C3\C(=O)Nc4ccccc43)nc3ccccc3c2=O)cc1	i	0.2	i	i	i	i	i	i	i	i	24.8
10	CCOC(=O)C1=C(C)OC(N)=C(C(=O)OCC)C12C(=O)Nc1ccc(Br)cc12 (centres undefined)	i	-0.2	i	i	i	i	i	i	i	i	9.3
11	O=P(OCC(F)(F)C(F)F)(N1CCOCC1)N1CCOCC1	i	0.0	i	i	i	i	i	i	i	i	13.1
12	CC(C)N1CCN(Cc2cccc3c2OCO3)CC1CCO (centres undefined)	i	-0.5	i	i	i	i	i	i	i	i	22.3
13	CCOC(=O)c1c(NC(NC(=O)CF)C(Cl)(Cl)Cl)sc2c1CCCC2 (centres undefined)	i	nt	i	i	i	i	i	i	i	i	3.3
14	Cc1csc(NC(=O)C(Cl)c2ccccc2)n1 (centres undefined) (tested in a mixture with another compound)	i	0.5	i	i	i	i	i	i	i	i	-65.8
15	Cc1cccc(-n2c(C)nc3ccccc3c2=O)c1C	i	-0.9	i	i	i	i	i	i	i	i	26.1
16	O=c1c2ccccc2nc(/C=C/c2ccccc2)n1-c1ccccc1O	i	-4.3	i	i	i	i	i	i	i	i	11.5
17	CN1C(=O)C(=Cc2ccc(Sc3ccccc3)o2)C(=O)N(C)C1=S	i	-0.2	i	i	i	i	i	i	i	i	39.3
18	C=CCn1c(O)c(C(CC)=Nc2ccc(N(C)C)cc2)c(=O)[nH]c1=O	i	0.2	i	i	i	i	i	i	i	i	2.4
19	O=C(c1cc(F)ccc1F)C1CCCN(Cc2cccc(Cl)c2)C1 (centres undefined)	i	-0.6	i	i	i	i	i	i	i	i	14.7
20	O=C1NC(=O)C(=Cc2coc3ccccc3c2=O)C(=O)N1	i	0.0	i	i	i	i	i	i	i	i	-8.4
21	COc1ccc(/C=C2/C(=O)NC(=O)N(Cc3ccco3)C2=O)cc1	i	-0.3	i	i	i	i	i	i	i	i	32.9
22	Cc1cccc(OCCn2cccc2/C=C2/C(=O)NC(=O)N(Cc3ccco3)C2=O)c1	i	592.3*	i	i	i	i	i	i	i	i	19.2
23	CC(=O)N1CCN(CCN=Cc2c(O)n(-c3ccc(C)cc3)c(=S)[nH]c2=O)CC1	i	0.7	i	i	i	i	i	i	i	i	14.9
24	CC1CN(c2ccc([N+](=O)[O-])cc2Cl)CCN1 (centres undefined)	i	-0.2	i	i	63*	i	i	66*	i	i	34.6
25	COC(=O)C1=C(c2cc3ccccc3o2)C[C@@H]2CC[C@H]1N2C(=O)N1CCC(O)CC1	i	0.3	i	i	i	i	i	i	i	i	3.4

cpd	SMILES	MrgX1 allo act	HIF activator	MrgX1 antag	TRPC4 inh	TRPC4 agonist	TRPC6 inh	MrgX1 agonist	TRPC4 PAM	PolyA inh	TRPC6 act	AI-2 QS mod
26	C[N+]1(C)C2CCC1CC(OC(=O)c1ccccc1)C2 (centres undefined)	i	0.1	i	i	i	i	i	i	i	i	8.4
27	CC(C)(C)c1ccc(O)c(CN2CCN(c3ccccc3)CC2)c1	i	0.4	-9.33*	i	i	i	i	i	i	i	7.6
28	O=c1c2ccccc2nc(CN2CCCCCC2)n1-c1ccc(F)cc1	i	nt	i	i	i	i	i	i	i	i	-1.3
29	O=C(c1ccc(Cl)cc1)N1CCC2(CC1)OCCO2	i	-8.6	i	i	i	i	i	i	i	i	nt
30	CCCCn1c(O)c(C(CC)=NCCN2CCOCC2)c(=O)[nH]c1=O	i	-0.1	i	i	i	i	i	i	i	i	38.7
31	O=[N+]([O-])c1ccccc1-c1cc(-c2ccccc2)cc(-c2ccccc2)[n+]1Cc1ccccc1Cl	i	0.1	-7.01*	i	i	-5.67*	i	i	i	i	12.9
32	O=[N+]([O-])c1ccc(-c2ccccc2)c([As](=O)(O)O)c1	i	-0.7	i	i	i	i	i	i	i	i	12.9
33	O=C(CN1CCN(Cc2ccc(Cl)cc2)C1=O)N1CCC2(CC1)OCCO2	i	-0.3	i	i	i	i	i	i	i	i	24.6
34	C[N+]1(C)[C@@H]2CC[C@H]1CC(OC(=O)C(c1ccccc1)c1ccccc1)C2 (some centres undefined)	i	-0.6	i	i	i	-5.32*	i	i	i	i	0.8
35	CC(=NCCN1CCCCC1)c1c(O)n(-c2ccccc2)c(=O)[nH]c1=O	i	-0.8	i	i	i	i	i	i	i	i	15.0
36	CN1C(=O)/C(=C\c2ccc(N3CCCCC3)o2)C(=O)NC1=S	i	3.6	i	i	i	i	28.8*	i	i	i	24.6
37	COc1ccc2c(c1)NP(=S)(Oc1ccccc1)N2 (centres undefined)	i	1.8	i	i	i	i	i	i	i	i	-9.0
38	Cc1cccc(CNCCc2ccccc2)n1	i	-0.3	i	i	i	i	i	i	i	i	4.3
39	FC(F)(F)/C(=N\P(=S)(N1CCOCC1)N1CCOCC1)N1CCOCC1	i	-0.6	i	i	i	i	i	i	i	i	13.7
40	Cc1ccc(O)c(C(=O)c2cc(C(=O)NCc3ccccc3)c(=O)n(Cc3ccccc3)c2)c1	i	-0.1	i	i	i	i	i	i	i	i	5.3
41	O=C1/C(=C\c2cc3c(cc2Br)OCO3)N2CCC1CC2	i	-0.8	i	i	i	i	i	i	i	i	32.3
42	CC1CN=C(NCCc2ccccc2)S1 (centres undefined)	i	-0.1	i	i	i	i	i	i	i	i	-0.4
43	CN1CCCN(c2ccc([N+](=O)[O-])nc2)CC1	i	-0.3	i	i	i	i	i	i	i	i	23.1
44	CC(C)N1CCC2(CC1)NC(CO)(CO)CO2	i	-0.8	i	i	i	i	i	i	i	i	27.8
45	COc1ccccc1OCC(=O)N1CCCC(N2CCN(c3ccc(F)cc3)CC2)C1 (centres undefined)	i	0.3	i	i	i	i	i	i	i	i	1.8
46	CCOc1ccc(N=C2SCCCN2C)cc1	i	-0.4	i	i	i	i	i	i	i	i	22.6
47	CCn1c(O)c(C=NCCN2CCOCC2)c(=O)n(CC)c1=S	i	-0.7	i	i	i	i	i	i	i	i	nt
48	CCOC(=O)C1(CCOc2ccccc2)CCN(Cc2cccc(O)c2)CC1	i	0.2	i	i	i	i	i	i	i	i	15.0
49	CCCCn1c(O)c(/C(C)=N/NC(=O)Nc2ccccc2)c(=O)[nH]c1=O	i	-0.1	i	i	i	i	i	i	i	i	4.6
50	O=C1NC(=O)N(c2ccc3c(c2)OCO3)C(=O)/C1=C\c1ccc(N2CCCCC2)o1	i	-0.3	i	i	i	i	i	i	i	i	13.1

cpd	SMILES	MrgX1 allo act	HIF activator	MrgX1 antag	TRPC4 inh	TRPC4 agonist	TRPC6 inh	MrgX1 agonist	TRPC4 PAM	PolyA inh	TRPC6 act	AI-2 QS mod
51	CN(C)C(=O)Oc1c(Cl)cc(Cl)c2cccnc12	i	0.7	i	i	i	i	i	i	i	i	12.3
52	COc1ccc2[nH]c3c(c2c1)CCNC3C (centres undefined)	i	-1.0	i	i	i	i	i	i	i	i	8.4
53	COc1ccccc1OP(=O)(Nc1cccnc1)Oc1ccccc1OC	i	-0.2	i	i	i	i	i	i	i	i	15.4
54	CC(=O)N1CC(=O)Nc2ccc(Cl)cc2C1c1ccccc1 (centres undefined)	i	-35.0	i	i	i	i	i	i	i	i	19.0
55	O=C(Cn1c(=O)c(C(F)(F)F)nc2ccccc21)N1CCC2(CC1)OCCO2	i	0.1	i	i	i	i	i	i	i	i	17.7
56	CCCCn1c(C)c(C(=O)O)c2cc(OC)c3ccccc3c21	i	0.2	i	i	i	i	i	i	i	i	3.2
57	O=c1[nH]c(=O)n(C2CCCCCC2)c(O)c1C=NCC1CCCO1 (centres undefined)	i	-0.7	i	i	i	i	i	i	i	i	-8.1
58	CCCC(C)(COC(N)=O)COC(=O)NC(C)C (centres undefined)	i	-0.4	i	i	i	i	i	i	i	i	9.5

Record cards, from the list above. Order of screens: MrgX1 allo act | HIF activator | MrgX1 antag | TRPC4 inh | TRPC4 agonist | TRPC6 inh | MrgX1 agonist | TRPC4 PAM | PolyA inh | TRPC6 act | AI-2 QS mod
`O=c1[nH]c(=O)n(C2CCCCCC2)c(O)c1C=NCC1CCCO1` (centres undefined) is listed as i | -0.7 | i | i | i | i | i | i | i | i | -8.1
`CC1CN(c2ccc([N+](=O)[O-])cc2Cl)CCN1` (centres undefined) is listed as i | -0.2 | i | i | 63* | i | i | 66* | i | i | 34.6
`O=C(c1ccc(Cl)cc1)N1CCC2(CC1)OCCO2` is listed as i | -8.6 | i | i | i | i | i | i | i | i | nt

Some of the compounds tested; rates above refer to the full screens.
